High-throughput results as filed in PubChem.
HT1080 cytotoxicity: HT1080 cell viability loss – fluorescence readout (AID 620) | HT1080 viability, fluorescence; higher % means a stronger effect | cytotoxicity, % at 10 µM, or EC50 in µM where a hit was titrated | hit rate 0.42% among 87,000; in the data active = cytotoxicity above about 50%;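 also: cells exposed to compound overnight then 4 h with Alamar Blue; 0% = vehicle DMSO and 100% = killing control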
The depositor's hits bear a star.

The first 6 records, ahead of the listing:
SMILES	HT1080 cytotoxicity
CC1(C)C2(C#N)C(N)=NC3(OCCO3)C12C#N (centres undefined)	-13%
C=C(C)Cc1c(C)c(C#N)c2nc3ccccc3n2c1N1CCCCC1	-10%
O=C(NCCCO)c1nnc(Cc2c(F)cccc2Cl)o1	2%
Cc1cc(C)c(-c2c(O)c3cccc4c3n(c2=O)CCC4)c(C)c1	2%
CCOc1ccc2nc(SCC(=O)NC(=O)NCc3ccco3)[nH]c2c1	-13%
COC(=O)[C@@]1(Cc2ccc(OC)cc2)[C@H]2c3cc(C(=O)N(C)C)n(CCN4CCNC4=O)c3C[C@H]2CN1C(=O)c1ccccc1	-21%

The listing, repeating the preview:
SMILES	HT1080 cytotoxicity
CC1(C)C2(C#N)C(N)=NC3(OCCO3)C12C#N (centres undefined)	-13%
C=C(C)Cc1c(C)c(C#N)c2nc3ccccc3n2c1N1CCCCC1	-10%
O=C(NCCCO)c1nnc(Cc2c(F)cccc2Cl)o1	2%
Cc1cc(C)c(-c2c(O)c3cccc4c3n(c2=O)CCC4)c(C)c1	2%
CCOc1ccc2nc(SCC(=O)NC(=O)NCc3ccco3)[nH]c2c1	-13%
COC(=O)[C@@]1(Cc2ccc(OC)cc2)[C@H]2c3cc(C(=O)N(C)C)n(CCN4CCNC4=O)c3C[C@H]2CN1C(=O)c1ccccc1	-21%
COc1ccc(-n2nc(C(=O)NCC(=O)N3CCN(C)CC3)c3ccccc3c2=O)cc1OC	-1%
Cc1ccc2nsnc2c1S(=O)(=O)NC1CC1	-2%
COC(=O)C(C)Sc1n[nH]c(=S)s1 (centres undefined)	-8%
CCc1cccc2c(-c3ccccc3)c3c(nc12)OCC3	-8%
Cc1ccc(S(=O)(=O)Oc2ccc(C(c3c(C)[nH][nH]c3=O)c3c(C)[nH][nH]c3=O)cc2)cc1	-4%
Cc1ccccc1CN1CCN(S(C)(=O)=O)CC1	3%
CC(C)C(=O)c1cn(CC(=O)NCc2ccco2)c2ccccc12	24%
CCN1CCN(c2nc(-c3ccccn3)nc3ccccc23)CC1	8%
CC(=O)c1ccc(NS(=O)(=O)c2ccc(CC(C)C)cc2)cc1	-10%
COc1ccccc1NC(=S)NCc1ccco1	2%
O=S(=O)(Nc1nc2c(s1)CCCC2)c1ccc2ccccc2c1	-2%
COCCCNC(=O)Cc1ccccc1OC	-7%
O=C(Nc1ccc(Cl)c(Cl)c1)C1=Cc2ccccc2OC1	17%
O=C(CSc1nnc(-c2ccccc2NC(=O)c2ccccc2)o1)OC1CCCCC1	6%
CCCn1c(N)c(C(=O)CSc2nnc(C)n2Cc2ccccc2)c(=O)n(C)c1=O	-2%
CCOC(=O)c1sc(-c2ccc(Br)cc2)cc1N	-7%
CC1=C(C(=O)OCc2ccccc2)C(c2ccccc2OS(=O)(=O)c2ccc(C)cc2)NC(=O)N1CCCC(=O)O (centres undefined)	1%
CCOC(=O)c1c(NC(=O)Nc2ccccc2)sc(C)c1C	-4%
Cc1cc(=O)[nH]c(N2CCc3ccccc3C2)n1	1%
CC(=O)NCCn1c(SCc2cc(F)ccc2F)nc2ccccc2c1=O	8%
CCNC(=S)N1CCN(CCN=CC2=C(O)CC(c3ccco3)CC2=O)CC1 (centres undefined)	-10%
COc1cccc(N2CC(C(=O)Oc3ccc4ccccc4c3)CC2=O)c1 (centres undefined)	-10%
COc1ccc(OCc2cccc(C(=O)Nn3cc([N+](=O)[O-])cn3)c2)cc1	-12%
O=C(Oc1ccc2ccccc2c1)c1ccccc1	-10%
CCC1=C(OC(=O)N(CC)CC)N2C(=O)OC(=NCCc3c[nH]c4ccccc34)[C@]2(C)[C@H]2C1=CC[C@H]1C(=O)N(CC(=O)OC)C(=O)[C@H]12	4%
C/C(=N\NC(=O)c1c[nH]c2ccccc12)c1ccc(C)o1	-3%
O=C(CSc1nnc(CNc2ccc(F)cc2)n1Cc1ccccc1)NCc1ccccc1	-10%
Cc1ccc(CNc2oc(-c3ccco3)nc2S(=O)(=O)c2ccccc2)cc1	-3%
CCCCc1c(C)c2cc(C)ccc2[nH]c1=O	-3%
COC(=O)c1ccc(C(NC(=O)OCc2ccccc2)/C(F)=C/[C@@H](C)C(=O)N(C)Cc2cccnc2)cc1 (some centres undefined)	-24%
COCCCNC(=O)c1ccc2c(=O)n(Cc3ccc4c(c3)OCO4)c(=S)[nH]c2c1	4%
Cc1noc(C)c1CSCC(=O)N1CCN(c2ccc([N+](=O)[O-])cc2)CC1	-4%
CCc1cc(C(=O)O)c(NC(=O)C(c2ccccc2)c2ccccc2)s1	-8%
O=C(CSc1nccc(=O)[nH]1)c1ccccc1Br	-17%
CC(=O)Nc1cccc2c1C(=O)N(c1ccc(C)cc1)C2=O	5%
CCC1(C)Cc2ccccc2-c2c1c(=O)n(-c1ccc(C)cc1)c1nnnn21 (centres undefined)	-7%
CCOc1ccc(NS(=O)(=O)c2cc(OC)ccc2OC)cc1	3%
CN(C)c1nc(OCCNC(=O)COc2ccccc2Cl)nc(N(C)C)n1	3%
O=C(NC1CCCC1)c1ccc(Br)o1	17%
CC(Cc1ccccc1)NC(=O)C1CCCNC1=O (centres undefined)	4%
CCN1CCN(c2cc(C(C)(C)C)nc3c(-c4ccccc4)c(C)nn23)CC1	5%
CSc1nc2c(c(C(F)(F)F)n1)CC(C)CC2 (centres undefined)	-8%
O=c1cc(CO)oc(CN2CCN(c3cccc(C(F)(F)F)c3)CC2)c1O	-4%
COc1ccc(Cl)cc1C(=O)NCC#N	4%

5 compounds picked at random from the list so far:
SMILES	HT1080 cytotoxicity
Cc1ccc(S(=O)(=O)Oc2ccc(C(c3c(C)[nH][nH]c3=O)c3c(C)[nH][nH]c3=O)cc2)cc1	-4%
COC(=O)C(C)Sc1n[nH]c(=S)s1 (centres undefined)	-8%
CCOC(=O)c1sc(-c2ccc(Br)cc2)cc1N	-7%
CC1(C)C2(C#N)C(N)=NC3(OCCO3)C12C#N (centres undefined)	-13%
CC(=O)NCCn1c(SCc2cc(F)ccc2F)nc2ccccc2c1=O	8%

Sorted by number of heavy atoms (low to high): some entries from above.
SMILES	HT1080 cytotoxicity
CSc1nc2c(c(C(F)(F)F)n1)CC(C)CC2 (centres undefined)	-8%
CC(Cc1ccccc1)NC(=O)C1CCCNC1=O (centres undefined)	4%
CC(=O)Nc1cccc2c1C(=O)N(c1ccc(C)cc1)C2=O	5%

Other structures
SMILES	HT1080 cytotoxicity
C[C@@H]1C=C[C@](Cc2ccccc2)(C(=O)NCCc2c[nH]c3ccccc23)N1C(=O)c1ccccc1	-10%
CC(NC(=O)CCOc1ccccc1)c1ccccc1 (centres undefined)	2%
Cc1ccc(C)n1-n1c(C)nc2scc(-c3ccccc3)c2c1=O	-3%
CCCCOC(=O)C(C)Nc1n[nH]c(=S)[nH]c1=O (centres undefined)	-11%
O=C(CSc1nnnn1-c1ccc(F)cc1)Nc1nc2ccccc2s1	-15%
Cc1ccccc1N1CCN(CCN2C(=O)CC(=C3c4ccccc4-c4ccccc43)C2=O)CC1	-26%
COc1ccc(N=C2NN=C(c3ccc4c(c3)OCCO4)CS2)cc1	-4%
O=C(COC(=O)c1cc(S(=O)(=O)N2CCOCC2)ccc1O)NCCc1ccccc1	-5%
CC(=O)c1c(N2CCOCC2)nc(=S)n(-c2ccccc2)c1C	2%
CS(=O)(=O)N1CCN(c2ccccc2NC(=O)c2ccco2)CC1	-4%
Cc1cccc(N(CC(=O)Nc2ccccc2F)S(C)(=O)=O)c1	2%
CCN(CC)C(C)C(=O)NCC1(c2ccccc2)CCOCC1 (centres undefined)	-8%
Cc1cc(C)c2ccc(C(=O)O)nc2c1O	-2%
COC(=O)c1ccc(NC(=O)CSc2nc3ccccc3c(=O)[nH]2)cc1	8%
NC(=O)C1CCN(C2CC(=O)N(Cc3ccc(N4CCCC4=O)cc3)C2=O)CC1 (centres undefined)	-13%
CCOC(=O)C1=C(N)Oc2c(oc(CO)cc2=O)C1c1ccc(F)cc1 (centres undefined)	2%
COc1cccc(C(C(=O)NC2CCCCC2)N(CC2CCCO2)C(=O)CNC(=O)c2ccco2)c1 (centres undefined)	-6%
O=C(NCc1ccco1)c1n[nH]c(=O)c2ccccc12	-11%
COc1ccc(CNC(=O)c2c(C)nc3ccccn23)cc1	8%
Cc1ccc(S(=O)(=O)N2CCOCC2)c2nsnc12	-12%
CCOC(=O)N1CCN(CC(O)COCc2ccccc2)CC1 (centres undefined)	-10%
Cc1cnc(C(=O)Nc2ccccc2F)cn1	2%
CCOC(=O)c1c(NC(=O)CCC(=O)N2CCOCC2)sc2c1CC(C)(C)OC2	-12%
CC1=C(C(=O)Nc2ccc(C)cc2)C(c2ccco2)NC(=O)N1 (centres undefined)	-3%
O=C(CSc1nnnn1-c1ccccc1)NCc1ccco1	-6%
CCOc1ccc2nc(NC(=O)Nc3ccccc3)sc2c1	-15%
CC1CCCC/C1=N/Nc1ccc([N+](=O)[O-])cc1[N+](=O)[O-] (centres undefined)	-4%
COC1(OC)C(/C=C/c2ccc(Cl)cc2)C(C#N)(C#N)C1(OC)OC (centres undefined)	9%
Cn1nc(-c2ccccc2)c(-c2nc(-c3ccc(Cl)cc3)no2)c1Cl	-5%
CSc1nc2nc3c(cn2n1)C(=O)CC(c1ccccc1)C3 (centres undefined)	-6%
Cc1ccc(NC(=O)Cn2nc(C(F)(F)F)c3c2CCC3)cc1	-4%
O=C(Nc1cc(C(F)(F)F)ccc1-n1cncn1)c1ccc(Cl)cc1	0%
COc1ccc(OCC(=O)N/N=C2\CCc3ccccc32)cc1	-1%
Cc1cccc(OCC(=O)Nc2ccc(S(=O)(=O)N3CCN(C)CC3)cc2)c1	-6%
CC(=O)NC1=NN(C(C)=O)C(c2cccs2)S1 (centres undefined)	6%
Cc1ccc(CSCC(=O)N2CCN(Cc3ccc4c(c3)OCO4)CC2)cc1	3%
Cc1ccc(C(=O)Nc2nc(=O)n(C(=O)c3ccccc3Cl)s2)cc1	30%
Clc1ccc(Nc2nc3ccccc3n3nnnc23)cc1	-7%
CCn1c(SC(C)C(=O)NC2CCCc3ccccc32)nnc1-c1cccs1 (centres undefined)	-10%
N=c1sccn1CC(=O)Nc1cccc2ccccc12	1%
CCOc1cc(S(=O)(=O)NC2CC2)c(OCC)cc1-n1cnnn1	0%
O=C(O)/C(=C1\OC(=O)c2ccccc21)c1ccccc1	5%
O=C(c1cc(C2CC2)nc2ccccc12)N1N=C(C(F)F)CC1(O)C(F)F (centres undefined)	6%
COc1cccc(C(C#N)N2CCOCC2)c1 (centres undefined)	2%
CCCCNC(=O)OC(C)CNC(=O)OC (centres undefined)	2%
COc1ccc(Cl)cc1N(CC(=O)Nc1cccc(SC)c1)S(C)(=O)=O	6%
CCOc1ccccc1OCC(=O)NC1CCCCC1	-11%
CCCCn1nnnc1SCC(=O)Nc1ccc(N(C)C)cc1	-4%
CCOC(=O)c1cc2cc3ccccc3cc2[nH]1	29%
CCN(CC)S(=O)(=O)c1cc(OC)c(Cl)cc1Cl	-17%
(continued)
SMILES	HT1080 cytotoxicity
C[C@@]1(C(NS(=O)(=O)c2cccc3cccnc23)c2ccc(-c3ccccc3)cc2)C[C@H]1C1CCCCC1 (some centres undefined)	-27%
CCn1c(O)c(N=NC(=O)CNC(=O)/C=C/c2ccco2)c2ccccc21	-25%
O=C(C1CC1)N1CCN(C(c2ccccc2)c2ccccc2)CC1	-19%
C[C@@]12CC(=O)NC1N(C(=O)c1ccccc1)C(c1ccccc1OC(=O)c1ccccc1)C2 (some centres undefined)	2%
COc1ccc2c(c1OC)C(=O)N(c1ccc(C)c(C)c1)C2=O	5%
CCC(=O)Nc1cccc2c1C(=O)N(C)C2=O	2%
CCOC(=O)C1=C(C)N(CCCCCC(=O)O)C(=O)NC1c1cccc([N+](=O)[O-])c1 (centres undefined)	-9%
COC(=O)C(Cc1cnc(Cl)s1)(C(=O)OC)c1ccc([N+](=O)[O-])cc1[N+](=O)[O-]	-2%
CCOC(=O)c1c(C)cc(=O)oc1C	-22%
COc1cccc(-c2nc3ccccc3s2)c1	-10%
CCOC(=O)c1c(Nc2ccccc2)sc(/C=C2\C=Nc3ccccc32)c1O	-4%
Cc1ccc(C(=O)OCC(=O)Nc2ccc3c(c2)OCO3)cc1S(=O)(=O)N1CCOCC1	-9%
COC(=O)[C@@H]1C[C@@H]2CC[C@@H](O)C[C@@H]2N1Cc1ccc(N2CCN(C)CC2)cc1	-6%
O=C1NC(C(=O)O)=CC(c2cccc(Cl)c2Cl)N1 (centres undefined)	-12%
O=C(/C=C/c1ccc(Cl)cc1Cl)n1cccn1	-4%
NS(=O)(=O)c1ccc(Nc2nc(-c3ccc(O)cc3O)cs2)cc1	26%
CC(C)c1ccc(C(=O)N(c2ccccn2)C(C)c2ccco2)cc1 (centres undefined)	-4%
CC(=O)Nc1ccc(Oc2ncccn2)c(Cl)c1	2%
CC(=O)NC1=NN(C(C)=O)C(C)(CS(=O)(=O)c2ccc3ccccc3c2)S1 (centres undefined)	-10%
CCn1c(=O)cc(SCC(=O)Nc2cc(OC)c(OC)c(OC)c2)c2ccccc21	5%
CC1=C(C#N)C(NC(=O)C2CCCCC2)(C(F)(F)F)C(=O)N1 (centres undefined)	6%
CS(=O)(=O)N(CC(O)CON=C1c2ccccc2-c2ccccc21)c1ccc(F)cc1 (centres undefined)	0%
Cc1ccc(C(=O)NC(=S)NNC(=O)c2ccccc2[N+](=O)[O-])cc1	-5%

Filtered by structure: those above with bromine
SMILES	HT1080 cytotoxicity
CCOC(=O)c1sc(-c2ccc(Br)cc2)cc1N	-7%
O=C(CSc1nccc(=O)[nH]1)c1ccccc1Br	-17%
O=C(NC1CCCC1)c1ccc(Br)o1	17%

Only part of the results is shown; the hit share may differ from the screen's.
